Screening results as filed in PubChem.
EPAC1 agonist = agonists of human EPAC1. O95398. EPAC1 agonist qHTS, biochemical assay; response scale: 100% = response to 6.5 mM cAMP. 360,000 compounds, 0.073% hits. AID 720707. Potency, µM (series often up to 154 µM), for the others: at the highest dose activation, most hits filed as activators; further: potency means the concentration at half of the fitted maximal effect; nearly all actives have a fitted effect of over 60% in size
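Read-out is the fluorescence drop as BODIPY-GDP leaves Rap1B (480 nm excitation, 540 nm emission), recorded every 5 minutes over 30 minutes. Reactions held 100 nM EPAC1, 250 nM Rap1B–BODIPY-GDP and 50 uM GDP, with 6.5 mM cAMP setting full activation.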
PI5P4Ka inh = inhibitors of human PI5P4K alpha. P48426. AID 652105. max response, %. PI5P4Kalpha enzyme, ADP-Glo luminescence, 60 min; stronger effect = lower value. 330,000 compounds, 1.2% hits; active means max response of -50% or lower; inconclusive means between -30% and -50%; inactive means -30% or higher; further: value at the top dose of about 77 µM; on the % scale 0 is the no-effect control and ±100 the full control effect
Target sequence (P48426 whole entry, looked up): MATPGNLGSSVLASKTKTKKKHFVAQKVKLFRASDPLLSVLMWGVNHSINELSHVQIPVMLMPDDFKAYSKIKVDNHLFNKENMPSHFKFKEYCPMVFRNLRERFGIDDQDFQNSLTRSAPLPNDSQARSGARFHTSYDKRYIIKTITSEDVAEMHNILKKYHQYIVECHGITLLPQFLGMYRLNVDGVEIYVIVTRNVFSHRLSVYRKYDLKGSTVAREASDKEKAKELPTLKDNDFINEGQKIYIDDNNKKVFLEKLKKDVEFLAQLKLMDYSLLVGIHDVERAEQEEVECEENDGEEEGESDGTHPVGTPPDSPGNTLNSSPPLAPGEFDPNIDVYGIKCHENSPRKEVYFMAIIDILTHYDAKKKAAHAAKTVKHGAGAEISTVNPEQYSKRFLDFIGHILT
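Single end-point luminescence (ADP-Glo) quantified ADP from PI5P4Kalpha turnover; ATP 5 microM final, 1 h at RT, 0.1% CHAPS and 0.28 mM EGTA in HEPES pH 7.4.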
PLK1 PBD inh = blocks phosphopeptide binding to human PLK1 polo-box domain. P53350. Potency, µM, for the others: max response, negative = inhibition, usual class: inhibitors. AID 720504. 360,000 compounds, 2.8% hits. Plk1 PBD binding of FITC phosphopeptide, fluorescence polarization; further: potency means the concentration at half of the fitted maximal effect; series mostly up to about 57 µM; on the % scale 0 is the no-effect control and ±100 the full control effect; nearly all actives have a fitted effect of over 65% in size
Target sequence (P53350 whole entry, looked up, the tested form may be a part): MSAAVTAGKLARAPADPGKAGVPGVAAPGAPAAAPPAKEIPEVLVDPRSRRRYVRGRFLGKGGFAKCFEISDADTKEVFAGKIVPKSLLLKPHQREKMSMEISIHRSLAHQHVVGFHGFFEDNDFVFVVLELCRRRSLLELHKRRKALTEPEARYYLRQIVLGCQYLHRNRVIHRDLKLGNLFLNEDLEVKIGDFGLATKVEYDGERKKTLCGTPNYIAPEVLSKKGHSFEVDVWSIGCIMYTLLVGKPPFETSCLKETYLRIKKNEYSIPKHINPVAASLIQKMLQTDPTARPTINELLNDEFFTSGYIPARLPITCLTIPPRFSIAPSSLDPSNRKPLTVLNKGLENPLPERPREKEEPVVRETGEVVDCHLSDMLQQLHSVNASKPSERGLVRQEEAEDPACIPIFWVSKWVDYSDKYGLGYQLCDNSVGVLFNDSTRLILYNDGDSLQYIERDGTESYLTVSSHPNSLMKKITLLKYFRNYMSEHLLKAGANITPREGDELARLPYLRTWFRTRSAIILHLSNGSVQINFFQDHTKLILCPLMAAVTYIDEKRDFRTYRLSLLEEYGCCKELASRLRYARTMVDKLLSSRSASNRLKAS
FUS yeast rescue = rescues growth of FUS-expressing yeast. 390,000 compounds, 0.24% hits. Potency, µM (titrated, usually from 76.6 µM), for inactives: at the highest dose growth rescue (activation), actives largely listed as activators. S. cerevisiae FUS-expressing, growth rescue, OD600, 24 h;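 further: potency means the concentration at half of the fitted maximal effect; plate controls were DMSO vehicle for no effect and reference control for full effect; nearly all actives have a fitted effect of over 55% in size; some results filed as inactive show a strong effect at the top dose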
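Galactose (2%) drives FUS expression in yeast precultured in raffinose; seeding density OD 0.005. Test compounds incubated 24hr at 30C and 99% humidity before absorbance at 600 nm was measured.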
Abeta rescue = compounds reversing amyloid beta toxicity in yeast. yeast expressing A-beta42, growth rescue, OD600, 48 h; response scale: 0% DMSO, 100% iron-clioquinol control. Potency, µM (titrated, usually from 46.1 µM), for inactives: at the highest dose growth rescue, actives largely listed as activators. 410,000 compounds, 0.063% hits; further: potency means the concentration at half of the fitted maximal effect; nearly all actives have a fitted effect of over 55% in size
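Yeast growth medium received pinned compounds, then yeast cells expressing toxic A-beta were added; plates incubated at 30 C for 48 hr. Growth read as absorbance at 600 nm, normalized to DMSO and equimolar FeCl3 plus clioquinol controls.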
aSyn yeast inh = rescues yeast growth from alpha-synuclein toxicity | Yeast expressing alpha-synuclein, growth rescue, BacTiter-Glo, 24 h | 370,000 compounds, 0.14% hits | AID 652106 | Potency, µM (doses to about 46.1 µM), inactives show top-dose growth rescue (activation), usual class: activators; further: potency means the concentration at half of the fitted maximal effect; % of control where 0% means no effect; nearly all actives have a fitted effect of over 65% in size
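Readout is rescue of growth in alpha-synuclein-expressing yeast, so inhibitors of toxicity appear as activators. Growth after 24 hr at 30 deg C in galactose medium is quantified by luminescence.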
EPAC1 antag = EPAC1 (human) antagonism; 360,000 compounds, 0.14% hits; EPAC1 GEF assay, Rap1b-BODIPY-GDP exchange fluorescence; Potency, µM (highest dose often 115 µM), inactives show top-dose activity change, negative = inhibition, most hits filed as inhibitors; O95398;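 further: potency means the concentration at half of the fitted maximal effect; plate controls were vehicle for no effect and positive control for full effect; nearly all actives have a fitted effect of over 50% in size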
IL-2 act = activators of IL-2 | IL-2 activation reporter assay, cell-based qHTS; stimulated with anti-CD3/CD4/CD28 beads; in transgenic mouse T cells | activation, % (series mostly up to about 46 µM) | 360,000 compounds, 0.065% hits | AID 652025; in the data active means activation above about 50%; inconclusive means mostly about 30% to 49%; further: 0% is about no effect
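Readout is EGFP and DsRed signal by fluorescent plate cytometry after 18 h at 37 degrees C. Transgenic mouse T cells (750/well) received compound for 60 min before bead stimulation (anti-CD3, anti-CD4, anti-CD28); memory T cells served as non-tolerant control.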
WRN inhibitor = inhibitors of human WRN helicase; Q14191; WRN helicase unwinding, fluorescent forked duplex, kinetic; Potency, µM (highest dose often 114 µM), without a hit: top-dose activity change, negative = inhibition, usual class: inhibitors; 360,000 compounds, 0.46% hits; AID 651768; further: potency means the concentration at half of the fitted maximal effect; on the % scale 0 is the no-effect control and ±100 the full control effect; nearly all actives have a fitted effect of over 55% in size
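Screening of the MLSMR collection measured strand separation of a quenched forked DNA duplex (100 nM) by 20 nM WRN with 2 mM ATP, all final. Compounds were preincubated with enzyme 15 min at room temperature.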
* = called active by the depositor; ? = inconclusive; . = no result given; [ ] = remark or other dose. Unless noted, the call rests on the fitted dose curve; in most records, active means well fitted curve in the direction sought with a large enough effect; inconclusive means small, poorly fitted or top-dose-only effect, or another doubt; inactive means no such curve, though single readings can be large; an effect the other way counts as inactive or inconclusive.

SMILES	EPAC1 agonist	PI5P4Ka inh	PLK1 PBD inh	FUS yeast rescue	Abeta rescue	aSyn yeast inh	EPAC1 antag	IL-2 act	WRN inhibitor
CC(C)(C)c1ccc(C(=O)c2c[nH]c(C(=O)O)c2)cc1	-8%	-29	-13%	-13%	0%	-4%	-8%	-1.1	9%
CC(C)Cn1c(SCC(=O)N2CCc3ccccc3C2)nc2cc(Cl)ccc2c1=O	14%	-3	2%	16%	18%	9%	-7%	-1.2	-26%
Clc1ccc2c(NCc3ccco3)ncnc2c1	-1%	1	0%	0%	18%	2%	4%	-0.5	-3%
Cc1cc(C)c(NC(=O)CNC(=O)Cc2sc(C)nc2-c2ccc(F)cc2)c(C)c1	-3%	5	-10%	3%	22%	-4%	-3%	-1.5	-2%
Cc1ccc(S(=O)(=O)N2CCOCC2)cc1C(=O)N(Cc1nnc(-c2ccccc2Cl)o1)C1CC1	3%	0	-4%	18%	9%	3%	-1%	-3.6	-11%
COCc1cc(Sc2ccc(OC)cc2)nc(-c2ccccc2)n1	8%	30	-11%	12%	-5%	-1%	-14%	1.0	-31%
COc1ccccc1/C=C/C=N/Nc1cccc(C(=O)O)c1	3%	-19	-29%	16%	-94%[inhibitor]	-31%[inhibitor]	8%	-2.1	-12%
Nc1nc(-c2ccc([N+](=O)[O-])cc2)c(C(=O)Nc2ccc(Cl)cc2)s1	5%	-4	-9%	8%	-13%	1%	-30%	1.0	-1%
O=C(CN1c2cccc3cccc(c23)S1(=O)=O)Nc1ccccc1F	5%	-17	-9%	8%	-2%	1%	9%	2.0	8%
CCCNS(=O)(=O)c1ccc(-n2cnnn2)c(OC)c1	-3%	-1	2%	-8%	-8%	3%	11%	-3.8	-7%
COc1ccc(C(=O)Nc2ccc(N3CCOCC3)cc2)cc1S(=O)(=O)N1CCOCC1	-4%	5	0%	-1%	-2%	8%	10%	-3.1	3%
O=c1[nH]c(=S)ccn1C1OC(CO)C(O)C1O (stereo unspecified)	1%	1	-1%	-14%	9%	5%	5%	1.5	5%
C=CCN(c1ccccc1)S(=O)(=O)c1cccc(C(=O)NCC(c2ccc(F)cc2)N2CCOCC2)c1 (stereo unspecified)	-4%	5	-3%	29%	-5%	0%	1%	-1.0	-11%
Cn1c(C(=O)O)cc2cc(F)ccc21	2%	4	-1%	-2%	-3%	4%	-9%	-0.7	-6%
COc1ccc(N2CCN(C(=O)COC(=O)CNC(=O)c3ccc(C)cc3)CC2)cc1	-12%	3	0%	.	-9%	0%	-1%	0.6	7%
CCC(C)Oc1ccccc1C1CC(=O)NC2=C1C(=O)CCC2 (stereo unspecified)	7%	-6	0%	-1%	18%	-3%	-5%	0.8	4%
NC(=O)C[C@H](N)c1cn([C@@H](CC(N)=O)C(=O)N2CCNCC2)nn1	-17%	-17	-2%	-19%	-9%	-7%	-1%	2.2	3%
Cc1ccccc1-c1n[nH]c(=S)n1Cc1ccccc1	7%	5	-25%	-9%	7%	5%	25%	-1.6	3%
Cc1cc(C)c(C)c(S(=O)(=O)NCCCN2CCOCC2)c1C	-3%	3	4%	-1%	-11%	9%	-23%	-1.0	-10%
Cc1cccc(-n2nnc(C(=O)NCc3ccccc3)c2N)c1	-2%	-1	-2%	0%	9%	-9%	0%	-3.0	6%
COc1ccc(S(=O)(=O)N2CCOCC2)cc1NC(=O)c1ccncc1	-12%	1	3%	-26%	-4%	3%	0%	-0.3	-6%
CCn1c(C)c(C(C)=O)c(N2CCN(c3ccc(F)cc3)CC2)nc1=S	7%	-3	-5%	32%	-3%	0%	-2%	-2.1	4%
Cc1ccc(N2C(=O)c3ccccc3C2=O)cc1	-4%	10	9%	-9%	-5%	0%	-1%	1.0	-5%
CCN(CC)CCNC(=O)Cn1nc(Cc2cccnc2)c2ccccc2c1=O	2%	14	-4%	-6%	-1%	1%	-1%	-0.1	-7%
C=CCNc1nnc(Cc2ccc(F)cc2)c(=O)[nH]1	-13%	-1	4%	-14%	9%	4%	5%	-1.8	5%[57.1 µM]
COc1cccc(-c2ccc(C#N)c(SCC(=O)NCCc3ccccc3)n2)c1	-8%	0	-13%	.	0%	-14%	8%	-3.0	13%
COc1ccc2nc(NC(=O)C3CCCN(S(=O)(=O)c4cccs4)C3)sc2c1 (stereo unspecified)	18%	-8	-7%	4%	16%	10%	3%	1.6	-31%
CC(C)(C)c1ccc(/C=N/Nc2ccc(C(=O)O)cc2)cc1	-8%	2	?	35%	-93%[inhibitor]	-33%[inhibitor]	2%	-2.9	6%
Cc1ccc(S(=O)(=O)NCC(=O)NCC(=O)NCCc2ccc(Cl)cc2)cc1C	-3%	0	-4%	7%	1%	-4%	-6%	-2.4	-6%
CCOC(=O)N1CCN(C(=O)C[C@@H]2C[C@@]3(C(=O)OC)CCCCC=C3N(Cc3ccc(Cl)cc3Cl)C2=O)CC1	-4%	11	-6%	?	5%	19%	-22%	-0.8	-3%

Compound profiles (already shown):
COc1cccc(-c2ccc(C#N)c(SCC(=O)NCCc3ccccc3)n2)c1 is listed as EPAC1 agonist: -8%; PI5P4Ka inh: 0; PLK1 PBD inh: -13%; FUS yeast rescue: .; Abeta rescue: 0%; aSyn yeast inh: -14%; EPAC1 antag: 8%; IL-2 act: -3.0; WRN inhibitor: 13%
NC(=O)C[C@H](N)c1cn([C@@H](CC(N)=O)C(=O)N2CCNCC2)nn1 is listed as EPAC1 agonist: -17%; PI5P4Ka inh: -17; PLK1 PBD inh: -2%; FUS yeast rescue: -19%; Abeta rescue: -9%; aSyn yeast inh: -7%; EPAC1 antag: -1%; IL-2 act: 2.2; WRN inhibitor: 3%

(continued)
SMILES	EPAC1 agonist	PI5P4Ka inh	PLK1 PBD inh	FUS yeast rescue	Abeta rescue	aSyn yeast inh	EPAC1 antag	IL-2 act	WRN inhibitor
Cc1ccc(CNC(=O)[C@H](C)NC(=O)C2CCN(C(=O)[C@@H](N)CC(C)C)CC2)cc1	-21%	-1	-13%	-9%	-14%	7%	5%	-0.5	8%
CN(C)S(=O)(=O)c1cccc(COC(=O)c2ccc(Cl)cc2O)c1	-2%	0	?	16%	5%	8%	-4%	-0.5	1%
O=C(C1CC1)N1CCc2cc(S(=O)(=O)N3CCCc4ccccc43)ccc21	-6%	-2	-14%	-7%	-9%	-5%	8%	-0.1	5%
Cc1ccc(S(=O)(=O)N2CCC(C(=O)OC3CCOC3=O)CC2)cc1C (stereo unspecified)	8%	4	-7%	9%	3%	2%	-12%	-4.1	5%
CCc1cccc2c(=O)c(C(=O)N3CCCCCC3)c[nH]c12	2%	6	-3%	13%	16%	-13%	-9%	0.9	10%
CS(=O)(=O)N(Cc1ccccc1F)c1ccccc1	2%	-1	-3%	-1%	7%	7%	5%	-3.3	-4%
O=C(CCC(=O)N1CCOCC1)NCCc1ccc(Cl)cc1Cl	-2%	3	4%	.	4%	-1%	-7%	-1.2	-3%
O=C(NC1CCCC1)C(c1ccco1)N1CCC(O)(c2ccc(Cl)cc2)CC1 (stereo unspecified)	3%	1	5%	9%	0%	0%	-1%	-0.2	1%
Cc1nn(C)c(C)c1S(=O)(=O)N1CCC(C(=O)NCCC2=CCCCC2)CC1	0%	-3	-3%	6%	-7%	4%	-9%	-2.8	-4%
CC1(C)CC(=O)C=C(c2ccc(COC(=O)/C=C/c3ccccc3)cc2)C1=O	-5%	3	-3%	9%	11%	2%	-15%	-1.3	-3%
COc1ccc(CCNC(=O)CSc2nc(C)nc3c2c(=O)n(C)c(=O)n3C)cc1OC	3%	-4	-4%	-26%	-6%	16%	3%	1.8	-5%
Cc1cc(C)cc(C(=O)NCC(=O)N2CCN(C(c3ccccc3)c3ccccc3)CC2)c1	9%	6	-5%	39%	20%	9%	-21%	-0.3	7%
O=C(CSc1nnc(-c2ccncc2)n1Cc1ccco1)OC1CCCCC1	6%	.	-14%	29%	-19%	4%	1%	-1.8	-8%
O=C(NNC(=O)C1CCCCC1)c1ccc(Br)cc1	8%	1	-3%	-10%	-11%	0%	-22%	-0.4	-7%
CCOc1ccc(S(=O)(=O)NC(C)C(=O)NCc2cccnc2)cc1 (stereo unspecified)	4%	-4	-3%	-12%	4%	10%	6%	0.8	-1%
O=C(COC(=O)c1cc(Cl)ccc1O)Nc1ccc2c(c1)OCCO2	3%	5	-6%	-12%	-18%	4%	-1%	0.8	-6%
COc1ccc(N2C(N)=C(C#N)C(c3cccnc3)C3=C2CC(C)(C)CC3=O)cc1 (stereo unspecified)	2%	5	-20%	10%	23%	5%	3%	0.3	-13%
Cc1cc(C)n2nc(SCCOc3ccc(F)cc3)nc2n1	2%	-2	6%	6%	2%	1%	-7%	-0.2	-20%
NC(=O)c1cccc(Nc2nc(C(N)Cc3ccc(C(F)(F)F)cc3)cs2)n1 (stereo unspecified)	-11%	-9	-6%	2%	2%	-6%	-13%	-0.3	0%
Cc1ccc(C(=O)N/N=C\c2ccc(-c3ccc(Cl)c(Cl)c3)o2)cn1	-3%	-6	0%	?	?	4%	-8%	-1.7	-33%
CC(Nc1nc(-c2cccc(Br)c2)cs1)c1nc2cc(Cl)c(N3CCCCC3)cc2n1CCOCCO (stereo unspecified)	1%	8	-4%	?	0%	19%	-1%	-0.5	-2%
CC(=O)Nc1ccc(NC(=O)C(C)NC(C)c2cccc3ccccc23)cc1 (stereo unspecified)	6%	-3	-10%	5%	7%	4%	-6%	0.2	-2%
CCN(CC(=O)Nc1c(F)cccc1F)C(=O)C1CC(=O)N(c2ccc3c(c2)OCCO3)C1 (stereo unspecified)	?	-1	-7%	14%	-8%	-5%	-21%	-0.4	-15%
COc1ccc(C(=O)N2CCCC(c3nc(-c4cccs4)no3)C2)cc1 (stereo unspecified)	8%	.	-9%	6%	-8%	3%	0%	-1.9	6%
COc1ccc(CN2C(=O)C(CC(=O)NCc3ccco3)CC(C(=O)N3CCOCC3)=C2C)cc1 (stereo unspecified)	15%	1	-6%	-18%	9%	4%	-15%	3.1	-1%
Cc1ccc(CNC(=O)CN(C)S(=O)(=O)c2cccs2)cc1	1%	2	-7%	6%	-20%	1%	-3%	-0.4	-10%
